Compound activity as filed in PubChem BioAssay.
GSK3A inh: inhibitors of human GSK-3 alpha kinase; AID 2650; ADP-Glo luminescence, 60 min; 320,000 compounds, 0.1% hits; P49840; inhibition, % at 10 µM;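 in the data active means inhibition above about 50%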;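 further: GST-tagged GSK-3 alpha with peptide substrate and 25 µM ATP; 0% = DMSO neutral wells and 100% = GW8510 positive control wells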
Target sequence (P49840 whole entry, looked up): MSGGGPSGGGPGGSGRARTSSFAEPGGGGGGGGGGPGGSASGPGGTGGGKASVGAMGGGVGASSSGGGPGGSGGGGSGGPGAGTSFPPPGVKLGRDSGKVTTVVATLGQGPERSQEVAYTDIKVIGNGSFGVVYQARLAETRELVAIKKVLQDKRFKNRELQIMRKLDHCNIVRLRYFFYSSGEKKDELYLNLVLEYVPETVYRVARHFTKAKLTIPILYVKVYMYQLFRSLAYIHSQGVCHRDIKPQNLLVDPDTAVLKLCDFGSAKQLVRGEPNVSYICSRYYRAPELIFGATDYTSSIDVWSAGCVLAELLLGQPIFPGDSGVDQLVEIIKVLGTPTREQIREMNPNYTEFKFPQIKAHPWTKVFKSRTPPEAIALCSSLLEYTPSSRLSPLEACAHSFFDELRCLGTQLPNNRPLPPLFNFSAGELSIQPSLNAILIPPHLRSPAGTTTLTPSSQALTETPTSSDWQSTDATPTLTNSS
* marks the source's active call; other numbers are inactive results. The list is partial, so the mix of outcomes need not match the whole.

SMILES	GSK3A inh
CCOc1ccc(C(=O)N(CC)CC(=O)Nc2ccc3c(c2)OCCO3)cc1OCC	2
C[C@@H](CSc1ccc(Br)cc1)CN1CC[C@H](NC(=O)OCc2ccccc2)CCC1=O	0
COC(=O)c1ccc(COC(=O)CNC(=O)c2ccc(OC)cc2)cc1	-1
COc1ccc(CCCCCCOCc2ccccc2)cc1	-1
Cc1cccc(C2CN(C)CCc3c2cc(O)c(O)c3Cl)c1 (stereo not drawn)	-1
CC1CCCC(C)N1C(=O)COC(=O)CN1C(=O)c2ccccc2C1=O (stereo not drawn)	2
Cc1cc(Br)ccc1NC(=O)CN(C)C(=O)c1ccc2ccccc2n1	0
CC(C)n1cnc2c(NCc3ccccc3)cc(N[C@H](C)CO)cc21	2
O=C(NCCCN1CCOCC1)C1CCN(S(=O)(=O)c2cccc(C(F)(F)F)c2)CC1	2
COc1cccc(CC(=O)OCC(=O)NCc2ccc3c(c2)OCO3)c1	-2
Cc1cc2c(cc1S(N)(=O)=O)S(=O)(=O)CCC2	0
O=C1OC[C@H]2CCCN2C(=O)[C@@H](CC(=O)N(CCO)Cc2ccccc2)C/C=C\C[C@@H]1Cc1ccc(F)cc1	1
CC(=O)C(CC(=O)N1CCCC1)C(=O)Nc1ccc(Cl)cc1 (stereo not drawn)	2
O=C(COC(=O)c1cc(Cl)ccc1O)NNC(=O)c1ccccc1F	-2
O=C(COC(=O)c1cccs1)Nc1ccc(F)c(F)c1	3
O=S(=O)(NC1CCN(S(=O)(=O)c2ccc3c(c2)OCCO3)C1)c1c(F)cccc1F (stereo not drawn)	0
O=C(Cc1ccccc1)NCC(=O)N1CCN(Cc2cccc(Cl)c2)CC1	1
CCOc1ccc(C(=O)CCC(=O)NNC(=O)CCN2CCN(c3ccccc3)CC2)cc1	-2
O=C(O)c1ccc(O)cc1O	-1
CCC(c1nnc(SCC(=O)Nc2cc(C)on2)o1)N(C)C (stereo not drawn)	-2

Ordered by value in GSK3A inh (descending): some entries from above
SMILES	GSK3A inh
O=C(COC(=O)c1cccs1)Nc1ccc(F)c(F)c1	3
CC(=O)C(CC(=O)N1CCCC1)C(=O)Nc1ccc(Cl)cc1 (stereo not drawn)	2
O=C(Cc1ccccc1)NCC(=O)N1CCN(Cc2cccc(Cl)c2)CC1	1
Cc1cc2c(cc1S(N)(=O)=O)S(=O)(=O)CCC2	0
COc1ccc(CCCCCCOCc2ccccc2)cc1	-1
O=C(COC(=O)c1cc(Cl)ccc1O)NNC(=O)c1ccccc1F	-2

Remaining list, next part
SMILES	GSK3A inh
Cc1c(C2(O)CCCCC2)[nH]c2cc(C(F)(F)F)ccc12	-3
COc1cc(-c2nnc(COC(=O)c3ccc(C)o3)o2)cc(OC)c1OC	0
O=C(NCc1cccs1)c1cc(S(=O)(=O)N2CCOCC2)ccc1N1CCCC1	1
O=C(CCNS(=O)(=O)c1ccc2nsnc2c1)N1CCN(c2ccncc2)CC1	8
CCCN(CC(=O)Nc1cc(Cl)ccc1Cl)C(=O)c1ccc2n[nH]nc2c1	19
CCOC(=O)Oc1c(OC)cc(C(=O)O[C@@H]2C[C@@H]3CN4CCc5c([nH]c6cc(OC)ccc56)[C@H]4C[C@@H]3[C@H](C(=O)OC)[C@H]2OC)cc1OC	-1
O=C(COC(=O)Cn1[nH]c(=O)c2ccccc2c1=O)NNC(=O)c1ccccc1	0
COc1ccc(CNC(=O)CN2C(=O)NC3(CCCCCCC3)C2=O)cc1	-5
CN(CCc1ccccc1)C(=O)c1ccc(NC(=O)Cc2cccc([N+](=O)[O-])c2)cc1	-1
Cc1ccccc1-c1nc(S(=O)(=O)c2ccccc2)c(NCCCN2CCOCC2)o1	0
CCOC(=O)[C@@H]1[C@H]2COc3cc(OC)ccc3[C@@H]2N2C(=O)N(c3ccccc3)C(=O)[C@@]12C	-1
CCN(C[C@H]1N[C@@](C)(C(=O)OC)[C@H]2C(=O)N(C)C(=O)[C@@H]12)C(=O)Nc1ccccc1	-5
O=C(COc1ccc(-c2nnco2)cc1)Nc1ccc(F)c(Cl)c1	1
N#CC1(NC(=O)CSc2nc3ccccc3s2)CCCCC1	0
COc1ccc(S(=O)(=O)N(C)C[C@H]2Oc3ccc(NC(=O)Nc4ccc5c(c4)OCO5)cc3C(=O)N([C@H](C)CO)C[C@@H]2C)cc1	0
COc1ccc(S(=O)(=O)N2CCOCC2)cc1NC(=O)Cc1c(F)cccc1Cl	5
Cc1ccc(NC(=O)CCNC(=O)Nc2ccccc2)cc1S(=O)(=O)N(C)C	-2
CC(CNC(=O)COC(=O)c1ccco1)c1ccccc1 (stereo not drawn)	0
COc1ccc2c(c1)OC[C@H]1[C@H]2N2C(=O)c3cc(C)ccc3NC(=O)[C@@]2(C)[C@H]1c1ccccc1	-1
O=C(COc1ccccc1[N+](=O)[O-])Nc1cccc(S(=O)(=O)N2CCCC2)c1	0
COc1ccc(OC)c(NC(=O)COC(=O)CN2C(=O)NC3(CCCC3)C2=O)c1	-5
O=C(CCSc1ccc(F)cc1)NNC(=O)c1ccccc1Cl	-2
Cc1cc(C)c(C2=CC(=O)C[C@H](c3ccc4c(c3)OCO4)C2)c(C)c1	-1
CCCCC[C@@H](O)c1cc2ccccc2c(=O)o1	-3
COc1ccc(-c2ccc3oc(-c4ccsc4)cc(=O)c3c2)cn1	5
Clc1cccc(-c2ccc(C3Nc4cccc5cccc(c45)N3)o2)c1	-2
COc1cc(OC)cc(-c2c(C#Cc3ccsc3)c3cc(-c4ccc(CN5CCOCC5)cc4)ccc3n2C)c1	-3
COc1ccc(CC(=O)NNC(=O)COc2ccc(F)cc2)cc1S(=O)(=O)N1CCOCC1	1
COc1cccc(CN(C)C(=O)CSCC(=O)Nc2cccc(C)c2)c1OC	0
CCN(C[C@H]1N[C@@](C)(C(=O)OC)[C@H]2C(=O)N(C)C(=O)[C@@H]12)S(=O)(=O)c1ccc(C(F)(F)F)cc1	0
CCN1CCN(C(=O)c2cc(-c3ccco3)nc3ccccc23)CC1	0
O=C(COC(=O)c1ccccc1Br)NCC1CCCO1 (stereo not drawn)	3
CCCN(CC(=O)Nc1ccccc1OC)C(=O)Cc1ccc2c(c1)CCC2	-2
Cc1nn(C2CCS(=O)(=O)C2)c(C)c1CN(C)C(=O)c1ccccc1 (stereo not drawn)	-2
C[C@H](CO)N1C[C@H](C)[C@@H](CN(C)C(=O)Nc2ccc(C(F)(F)F)cc2)Oc2c(NS(=O)(=O)c3ccccc3)cccc2C1=O	-6
O=C(COC(=O)c1cccc(OC(F)F)c1)Nc1ncccn1	0
COc1cc(CC(=O)OCC(=O)c2ccc(F)cc2)cc(OC)c1OC	3
COc1cccc(C(=O)OCC(=O)c2ccc(Br)s2)c1OC	-1
O=C(O)CSc1nnc(-c2cccc(S(=O)(=O)N3CCOCC3)c2)n1-c1ccc(F)cc1	0
O=C(c1nc[nH]c1C(=O)N1CCN(c2ccccc2)CC1)N1CCN(c2ccccc2)CC1	-1
Cc1ccc(S(=O)(=O)NCCC(=O)N(C)Cc2cccs2)cc1	-2
Fc1ccc2cnc(-c3ccccc3F)cc2c1	-2
CC(C)(C)CC(=O)N1CCN(c2ccc(S(=O)(=O)N3CCOCC3)cc2[N+](=O)[O-])CC1	0
CC(=O)Nc1ccc(S(=O)(=O)NC(C)C(=O)OCCOc2ccc(F)cc2)cc1 (stereo not drawn)	-3
Cc1cccc(C)c1NC(=O)CN(C)C(=O)c1ccccc1Sc1ccccc1C#N	-1
CC(=O)Oc1cc(C(=O)OCC(=O)N2CCc3ccccc3C2)cc(OC(C)=O)c1OC(C)=O	-3
CC(C)(C)C(=O)Nc1ccc(C(=O)CN2C(=O)NC3(CCOc4ccccc43)C2=O)cc1 (stereo not drawn)	-1
COc1ccc(-c2sc3ccc(N4CCOCC4)cc3c2C#Cc2ccsc2)cc1	-2
O=c1c(-c2ccc(O)cc2)coc2c([C@@H]3O[C@H](CO)[C@@H](O)[C@H](O)[C@H]3O)c(O)ccc12	-2
CC(C)[C@H](NC(=O)c1ccccc1F)C(=O)OCCN1C(=O)c2ccccc2C1=O	-3
O=C(Cc1c[nH]c2ccccc12)N1CCN(S(=O)(=O)c2cccc(Cl)c2Cl)CC1	-1
COc1ccc(C(C)=O)cc1COC(=O)c1ccc(C)c(S(=O)(=O)N2CCOCC2)c1	0
O=C(COC(=O)c1n[nH]c(=O)c2ccccc12)NC1CCCCC1	-6
CCOCCCN1C(=O)C(=O)N(CC(=O)N2c3ccccc3NC(=O)CC2C)C1=O (stereo not drawn)	-3
COC(=O)[C@@]12CCCCN1[C@H](c1ccc(-c3ccc(F)cc3)cc1)[C@H]1C(=O)N(C)C(=O)[C@H]12	-2
CN(CC(=O)Nc1cccc(F)c1)CC(=O)Nc1cc(S(=O)(=O)N2CCOCC2)ccc1Cl	1
COc1ccc(CCNC(=O)C2CC(O)CN2S(=O)(=O)c2ccc(Cl)cc2)cc1OC (stereo not drawn)	-3
CCOc1ccccc1C(=O)OCC(=O)NCC1CCCO1 (stereo not drawn)	-1
Cc1ccc(S(=O)(=O)NCC(=O)OCC(=O)N(CCC#N)c2ccccc2)cc1	1
O=C(Cn1cnc2c(OCc3ccccc3)ncnc21)NCCCN1CCCC1=O	-3

Continued:
SMILES	GSK3A inh
O=C(CN1C(=O)NC2(CCCCCCC2)C1=O)Nc1cccc(Br)c1	-3
c1cncc(-c2ccc3ncnc(NCc4cccs4)c3c2)c1	3
Cn1c(CC(=O)NNC(=O)c2cncc(Br)c2)nc2ccccc21	2
COc1ccc(NS(=O)(=O)c2cccc(C(=O)NCC(c3cccs3)N3CCOCC3)c2)cc1 (stereo not drawn)	-2
Cc1ccc(S(=O)(=O)N2CCOCC2)cc1NC(=O)COC(=O)c1cc[n+]([O-])cc1	-1
Cc1cccc(C)c1NC(=O)CN(C)C(=O)c1ccc2c(=O)n3c(nc2c1)CCC3	-2
CC1CN(C(=O)CNC(=O)Cc2cccc3ccccc23)CC(C)O1 (stereo not drawn)	-1
O=C(COC(=O)CC1CC2CCC1C2)NCc1ccc(F)cc1 (stereo not drawn)	-1
O=C(COC(=O)c1ccc2ncsc2c1)NCc1ccccc1Cl	0
Cc1ccc(S(=O)(=O)N2CCOCC2)cc1NC(=O)COc1ccccc1Cc1ccccc1	-1
Cc1ccc(NC(=O)COC(=O)C2CSC3(C)CCC(=O)N23)c(C)c1 (stereo not drawn)	-2
COc1ccc(S(=O)(=O)N2CCCCCC2)cc1NC(=O)c1ccccc1S(C)(=O)=O	0
CCOc1ccc(C(=O)N[C@H](C(=O)NNC(=O)c2cccs2)C(C)C)cc1	-4
O=S(=O)(Nc1cccc(S(=O)(=O)N2CCCCCC2)c1)c1ccc(F)cc1F	-3
O=C(C[C@@H]1C/C=C\C[C@@H](Cc2ccc(F)cc2)C(=O)OC[C@H]2CCCN2C1=O)NCCO	-2
Cc1cc(SCC(=O)NC2CC2)nc2ccccc12	1
COc1ccc(Cl)cc1NC(=O)CN(C)C(=O)c1ccc2n[nH]nc2c1	6
Cn1nc(C(=O)OCC(=O)Nc2ccc(F)cc2Cl)c2ccccc2c1=O	-1
CC1(c2ccccc2Br)NC(=O)N(CC(=O)N2CCc3ccccc3C2)C1=O (stereo not drawn)	-3
Cc1nnc(SCC(=O)NCC2COc3ccccc3O2)s1 (stereo not drawn)	0
O=C(CN1C(=O)NC2(CCCC2)C1=O)OCc1cccc(Br)c1	-1
O=C(COC(=O)c1ccccn1)NC(=O)c1ccccc1	-3
COc1ccc(CN(C)C(C)C(=O)N(C)CC(=O)Nc2ccc(C)cc2)cc1F (stereo not drawn)	0
O=C(CCNS(=O)(=O)c1ccccc1C(F)(F)F)N1CCCCCCC1	0
Cc1ccc(C(=O)N2CCN(S(=O)(=O)c3sc(C(=O)O)c(C)c3C(=O)O)CC2)s1	-8
CCOC(=O)[C@H]1[C@H]2COc3ccc(OC)cc3[C@@H]2N2C(=O)CN(C)C(=O)[C@@]12C	-3
CC(NC(C)c1ccccc1Cl)C(=O)Nc1cccc(S(=O)(=O)N2CCCCC2)c1 (stereo not drawn)	1
COc1ccccc1CNC(=O)CCN=C1NS(=O)(=O)c2ccccc21	3
COCCn1c(SCC(=O)Nc2cc(C)on2)nc2cc(Cl)ccc2c1=O	2
CCCCN(C(=O)c1ccco1)c1c(N)n(CCC)c(=O)[nH]c1=O	-1
CC(Sc1nncn1C)C(=O)Nc1ccc(N2CCCCC2)cc1 (stereo not drawn)	-1
CCOc1ccc([C@@H]2CC=C(C(=O)O)CN2S(=O)(=O)c2ccc(C)cc2)cc1	-4
CCOc1ccc(CCNC(=O)CN2C(=O)NC3(CCCCCC3)C2=O)cc1OCC	-1
Cc1ccc(S(=O)(=O)N2[C@@H](c3ccccc3)C(C(=O)O)=CC[C@H]2c2cccc(C)c2)cc1	-4
CN(C)S(=O)(=O)c1cccc(NC(=O)COc2ccc3ccccc3c2)c1	3

In the list so far, these have a tert-butyl group:
SMILES	GSK3A inh
CC(C)(C)CC(=O)N1CCN(c2ccc(S(=O)(=O)N3CCOCC3)cc2[N+](=O)[O-])CC1	0
CC(C)(C)C(=O)Nc1ccc(C(=O)CN2C(=O)NC3(CCOc4ccccc43)C2=O)cc1 (stereo not drawn)	-1

Another view of part of the listing above:
SMILES: COCCn1c(SCC(=O)Nc2cc(C)on2)nc2cc(Cl)ccc2c1=O
  GSK3A inh: 2
SMILES: CCOC(=O)[C@H]1[C@H]2COc3ccc(OC)cc3[C@@H]2N2C(=O)CN(C)C(=O)[C@@]12C
  GSK3A inh: -3
SMILES: CCOc1ccc(CCNC(=O)CN2C(=O)NC3(CCCCCC3)C2=O)cc1OCC
  GSK3A inh: -1
SMILES: Cc1ccc(S(=O)(=O)N2[C@@H](c3ccccc3)C(C(=O)O)=CC[C@H]2c2cccc(C)c2)cc1
  GSK3A inh: -4
